GLP-1R agonist = agonists of human GLP-1 receptor; P43220; HEK293 GLP-1R CRE-luciferase, luminescence, 4-6 h; cells express a hypersensitive GLP-1R form; Potency, µM (titrated, usually from 45.6 µM), for the others: at the highest dose activation, hits mostly activators; 380,000 compounds, 0.007% hits; AID 624172; note: potency is the fitted concentration of half-maximal effect; % of control where 0% means no effect
Target sequence (P43220 whole entry, looked up): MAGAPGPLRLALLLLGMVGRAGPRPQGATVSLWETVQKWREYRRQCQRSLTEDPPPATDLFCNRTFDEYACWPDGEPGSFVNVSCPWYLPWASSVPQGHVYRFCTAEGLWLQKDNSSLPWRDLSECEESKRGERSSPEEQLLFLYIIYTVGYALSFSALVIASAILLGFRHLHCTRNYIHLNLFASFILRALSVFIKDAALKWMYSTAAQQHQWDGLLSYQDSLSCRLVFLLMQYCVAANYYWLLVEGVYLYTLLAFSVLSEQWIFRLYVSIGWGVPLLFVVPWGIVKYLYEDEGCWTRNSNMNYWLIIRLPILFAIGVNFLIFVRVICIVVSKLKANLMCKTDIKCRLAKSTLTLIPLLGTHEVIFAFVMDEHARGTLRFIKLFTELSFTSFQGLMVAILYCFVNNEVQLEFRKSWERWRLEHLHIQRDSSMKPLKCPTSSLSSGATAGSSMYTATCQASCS
pAkt inh = blocks phosphorylation of Akt | Neuro2A IGF-stimulated pAkt S473 HTRF, 20 min; stronger effect = lower value | activity change, % for hits at 50 µM | 360,000 compounds, 0.32% hits; in the data active = activity change below about -80%; inconclusive = mostly about -51% to -80%; note: % is set by controls: 0 for no effect and ±100 for the full control effect
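Single-point screen (50 µM final compound) in Neuro2A cells stimulated 20 min with 6 nM IGF at 37 deg C. After lysis, Ser473-phosphorylated Akt read by HTRF (ex 330 nm, em 615/665 nm) as the 665/615 ratio.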
GLP-1R inv ag = acts as inverse agonist at human GLP-1 receptor; HEK293 GLP-1R CRE-luciferase, luminescence, 24 h; GLP-1R form is constitutively active; AID 624417; P43220; 410,000 compounds, 1.6% hits; Potency, µM (series often up to 38.3 µM), for the others: at the highest dose activity change, negative = inhibition, most hits filed as inhibitors; note: potency is the fitted concentration of half-maximal effect; % is set by controls: 0 for no effect and ±100 for the full control effect; nearly all actives have a fitted effect of over 55% in size
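Seeding at 200 cells/uL, 12 h culture, 24 hr compound treatment, then luciferase reagent and a luminescence read; cells are HEK293 stably expressing a constitutively active GLP-1R plus cAMP-responsive luciferase.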
D3 antag = blocks the human D3 dopamine receptor; max response, negative = inhibition, %; AID 652054; P35462; D3R cells, DiscoveRx beta-arrestin luminescence, antagonist mode; stronger effect = lower value; 360,000 compounds, 2.5% hits; in the data active = max response below about -50%; inconclusive = no clear call, values can overlap the other calls; note: % is set by controls: 0 for no effect and ±100 for the full control effect; mostly tested at two doses, the higher about 12 µM
Target sequence (P35462 whole entry, looked up): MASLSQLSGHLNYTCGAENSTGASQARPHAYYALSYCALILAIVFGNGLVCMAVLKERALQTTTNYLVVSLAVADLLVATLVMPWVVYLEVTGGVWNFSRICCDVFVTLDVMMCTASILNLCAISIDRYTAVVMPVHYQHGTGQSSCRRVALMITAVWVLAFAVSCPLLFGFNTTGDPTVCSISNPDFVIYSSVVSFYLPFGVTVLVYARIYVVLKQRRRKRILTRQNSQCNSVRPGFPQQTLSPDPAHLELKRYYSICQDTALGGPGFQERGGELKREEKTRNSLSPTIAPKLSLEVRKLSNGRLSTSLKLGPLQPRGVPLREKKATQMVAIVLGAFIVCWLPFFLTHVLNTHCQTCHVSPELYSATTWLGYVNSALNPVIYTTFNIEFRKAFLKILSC
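Cells plated overnight at 1500 cells/well, then exposed to library compounds with dopamine controls for 90 minutes at 37 degrees C. DiscoveRx reagent added for 30–60 minutes at room temperature; luminescence read, quantitative HTS format.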
Abeta rescue = restores growth of yeast expressing A-beta42 peptide | yeast expressing A-beta42, growth rescue, OD600, 48 h; response scale: 0% DMSO, 100% iron-clioquinol control | Potency, µM (highest dose often 46.1 µM), without a hit: top-dose growth rescue, hits mostly activators | 410,000 compounds, 0.063% hits; note: potency is the fitted concentration of half-maximal effect; nearly all actives have a fitted effect of over 55% in size
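Yeast growth medium received pinned compounds, then yeast cells expressing toxic A-beta were added; plates incubated at 30 C for 48 hr. Growth read as absorbance at 600 nm, normalized to DMSO and equimolar FeCl3 plus clioquinol controls.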
TDP43 rescue = rescues yeast growth from TDP-43 toxicity. TDP-43 expressing yeast growth rescue, BacTiter-Glo, 24 h. Potency, µM (doses to about 46.1 µM), without a hit: top-dose growth rescue (activation), hits mostly activators. 410,000 compounds, 1.8% hits. AID 652104; note: potency is the fitted concentration of half-maximal effect; % of control where 0% means no effect; nearly all actives have a fitted effect of over 50% in size
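Growth rescue of TDP-43-toxic yeast measured as ATP luminescence (BacTiter-Glo). Cells grown to mid-log in raffinose, induced in galactose at OD600=0.02, exposed to compound 24 hr at 30 deg C.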
aSyn rescue = alpha-synuclein toxicity inhibition in yeast | 370,000 compounds, 0.14% hits | Potency, µM (highest dose often 46.1 µM), for the others: at the highest dose growth rescue (activation), hits mostly activators | Yeast expressing alpha-synuclein, growth rescue, BacTiter-Glo, 24 h | AID 652106; note: potency is the fitted concentration of half-maximal effect; % of control where 0% means no effect; nearly all actives have a fitted effect of over 65% in size
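Readout is rescue of growth in alpha-synuclein-expressing yeast, so inhibitors of toxicity appear as activators. Growth after 24 hr at 30 deg C in galactose medium is quantified by luminescence.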
PTHR1 agonist = PTHR1 (human) receptor agonism; Q03431; HEK293 GP2 PTHR1 cells, GloSensor cAMP luminescence, 1 h; Potency, µM (series often up to 115 µM), inactives show at the top dose activation, usual class: activators; 410,000 compounds, 0.075% hits; note: potency is the fitted concentration of half-maximal effect; nearly all actives have a fitted effect of over 55% in size; some results filed as inactive show a strong effect at the top dose; inactives centre near -15; many of its hits are not listed in these tables
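HEK-293-derived GP2 cells expressing PTHR1 and a GloSensor cAMP reporter, 3,000/well, plated overnight, given luciferin plus IBMX (each 0.5 mM as added) for 1 h at 37 °C, then compound for 1 h at 37 °C. Luminescence was read after 15 min at room temperature.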
FUS suppressor = rescues growth of FUS-expressing yeast; Potency, µM (series often up to 76.6 µM), for inactives: at the highest dose growth rescue (activation), actives largely listed as activators; AID 1347120; S. cerevisiae FUS-expressing, growth rescue, OD600, 24 h; 390,000 compounds, 0.24% hits;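 note: potency is the fitted concentration of half-maximal effect; plate controls were DMSO vehicle for no effect and reference control for full effect; nearly all actives have a fitted effect of over 55% in size; some results filed as inactive show a strong effect at the top dose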
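Read-out: OD at 600 nm after 24hr at 30C, reporting rescue of FUS-induced yeast toxicity. Cells at OD 0.005 in galactose (2%) minimal medium; compounds tested in a dilution series; CP55940 titration from 92uM final as control.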
Starred values were filed as active, the others as inactive; i = inactive; u = inconclusive; x = no result given; & = joins results of further samples; [ ] = dose if it differs, or a comment. Unless noted, calls come from the whole dose curve; as a rule, active = well fitted curve in the direction sought with a large enough effect; inconclusive = small, poorly fitted or top-dose-only effect, or another doubt; inactive = no such curve, though single readings can be large; an effect the other way counts as inactive or inconclusive.

SMILES,GLP-1R agonist,pAkt inh,GLP-1R inv ag,D3 antag,Abeta rescue,TDP43 rescue,aSyn rescue,PTHR1 agonist,FUS suppressor
COc1ccc(CN(C)C[C@H]2OCc3cnnn3CCCC(=O)N([C@H](C)CO)C[C@@H]2C)cc1,-4%,i,-2%,10,-2%,21%,-2%,-28%,-7%
COc1ccc(OC)c(N/C=C/C(=O)c2ccccc2)c1,-8%,i,u,-22,0%,-14%,6%,-46%[inhibitor],12%
Cc1ccc(CNC(=O)c2ccc(Cn3nc(C)cc3C)o2)cc1,-5%,x,u,-1,-20%,-10%,-13%,-14%,-7%
C=C1C2(C(=O)NCc3ccco3)CCC(C2)C1(C)C (configuration not stated),-5%,i,0%,20,18%,27%,5%,-7%[57.5 µM],7%
OC(CN1C2=NCCCN2c2ccccc21)c1ccc(Br)cc1 (configuration not stated),9%,i,u,-3,-1%[9.22 µM],14%,1%,i,-41%
Cc1ccccc1-c1nc(CN2CCC(C(=O)N3CCN(c4ccccn4)CC3)CC2)c(C)o1,4%,i,u,-4,9%,-6%,10%,-51%[inhibitor],-13%
N/C(=N\OC(=O)Nc1ccccc1)c1ccno1,0%,i,15%,-63*,13%,-8%,-1%,i,-4%
CCCCCC(=O)N1C[C@@H](n2cc(C3CC3)nn2)[C@H](O)C[C@@H]1c1ccc(Cl)cc1,2%,i,u,-8,-11%,27%,-5%,-34%,20%
COc1ccc(NC(=O)c2cccc(NC(=O)c3ccco3)c2)c(OC)c1,4%,i,34%[activator],15,0%,u,-15%,27%[57.5 µM],29%
O=S(=O)(c1cccc(-c2n[nH]c(=S)n2Cc2ccccc2)c1)N1CCOCC1,-3%,i,12%,-27,-3%,5%,-1%,0%,-9%
COCCN(C(=O)c1snc(C(N)=O)c1N)C(C(=O)NC1CCCC1)c1cc(OC)c(OC)c(OC)c1 (configuration not stated),8%,i,7%,11,5%,0%,4%,i,10%
CCn1cc(C(=O)Nc2cccc(NC(C)=O)c2)c2cc(OC)c(OC)cc2c1=O,-2%,i,36%[activator],-3,3%,22%,0%,i,31%
Cc1cccc(C)c1NC(=O)C(c1ccccc1)N1CCN(C)CC1 (configuration not stated),x,i,-24%,11,-5%,23%,u,-20%,-5%
Cc1ccc(Cl)cc1N1CCN(S(=O)(=O)c2cc3c(cc2C)NC(=O)CO3)CC1,6%,i,12%,-7,6%,18%,0%,-25%,-13%
C[C@@H]1COC(=O)[C@@H](CC(=O)OC(C)(C)C)C/C=C\C[C@@H](CC(=O)N[C@H](CO)Cc2ccccc2)C(=O)N1,1%,i,6%,-6,2%,6%,-12%,i,21%
CCC(C)NC(=O)CN1C(=O)c2cccc3cccc1c23 (configuration not stated),-1%,i,3%,-5,-14%,0%,0%,12%,0%
O=C1/C(=C/c2ccccn2)SC(=S)N1c1ccc(O)cc1,-1%,i,-8%,u,-14%,-11%,-10%,-29%,19%
O=C(CCS(=O)(=O)c1cc(Br)cc2c1N(C(=O)C1CC1)CC2)N1CCN(c2ccc(F)cc2)CC1,x,x,11%,x,19%,17%,x,i,u
CCc1ccccc1NC(=O)CN(c1ccc(OC)cc1OC)S(=O)(=O)c1ccccc1,7%,i,u,4,15%,19%,17%,-16%,26%
Cc1ccc(S(=O)(=O)CCC(=O)NCc2ccccc2Cl)cc1,3%,i,-6%,-19,-25%,0%,-3%,-6%,12%
CN(Cc1ccc(OC(F)F)cc1)C(=O)c1ccc(S(=O)(=O)N(C)c2ccccc2)cc1,13%,i,u,2,16%,0%,1%,-17%,u
COc1cc2c(C(=O)N3CCN(c4cc(Cl)ccc4C)CC3)cn(CC(C)C)c(=O)c2cc1OC,-3%,x,-3%,x,3%,6%,x,-5%,-3%
Cc1c(C(=O)NCc2cccs2)sc(=O)n1Cc1ccc(S(C)(=O)=O)cc1,8%,i,2%,12,-1%,21%,0%,-58%[inhibitor],1%
CCCn1c(SCc2nc(-c3cccs3)no2)nnc1-c1ccncc1,-5%,i,-5%,31,-3%,-10%,4%,i,2%
Cc1ccc(S(=O)(=O)NCC2COc3ccccc3O2)cc1 (configuration not stated),12%,i,-15%,-4,-15%,21%,1%,i,x
CCOC(=O)[C@H]1[C@H]2COc3cc(OC)ccc3[C@@H]2N2C(=O)N(c3cccc(F)c3)C(=O)[C@@]12C,12%,i,-3%,11,-12%,14%,-1%,i,u
O=C(OCc1cnc(Cl)s1)c1c(F)cccc1F,6%,i,0%,14,-1%,10%,3%,-13%,u
COc1ccccc1N(CC(=O)N/N=C(\C)c1ccc(F)cc1)S(=O)(=O)c1ccccc1,4%,i,6%,-14,-12%,6%,-7%,-5%,x
Cc1cc(-c2cn3ccccc3n2)c(C)n1-c1ccccc1,9%,i,u,u,-7%,-8%,0%,-70%[inhibitor],u
Nc1ncnc2c1ncn2[C@@H]1O[C@H](CNC(=O)[C@@H]2CCN2)[C@@H](O)[C@H]1O,-2%,i,15%,0,7%,16%,1%,-1%,-33%
COc1ccc(/C=N/n2c(-c3cc(C)[nH]n3)n[nH]c2=S)cc1OC,1%,i,43%[activator],23,-15%,8%,-2%,i,-4%
CCOC(=O)/C(C#N)=C\c1ccc2c(c1)OCO2,0%,i,0%,-7,-2%,u,-9%,19%,48%
Cc1cc(OC(C(=O)O)c2ccccc2)c2c(C)c(Cc3ccccc3)c(=O)oc2c1 (configuration not stated),-4%,i,-31%,4,1%,-10%,4%,-24%,45%
CC(C)(C)OC(=O)N(CCc1ccccc1)Cc1cccc(OCc2cccc(NC(=O)C3CCCC3)c2)c1,18%,i,10µM*,13,-4%,4%,-2%,-3%,-27%
COc1ccc(CCNC(=O)C2CCN(Cc3nc(-c4ccccc4C)oc3C)CC2)cc1OC,3%,i,u,u,20%,-24%,-4%,-7%[57.5 µM],16%
Cc1ccc(CCNC(=O)CN(c2ccc(C(C)C)cc2)S(=O)(=O)c2c(C)nn(C)c2C)cc1,x,x,5%,x,-9%,13%,x,-2%,-6%
O=C(/C=C/c1ccc(Cl)cc1)Nc1ccc(S(=O)(=O)Nc2ncccn2)cc1,2%,i,18%,15,-11%,2%,-1%,-23%,-38%
Cc1ccc(-c2nnc(N3CCN(C(=O)c4ccco4)CC3)c3ccccc23)cc1,-7%,i,u,3,-18%,22%,16%,-32%[inhibitor],21%
C[C@H](CO)N1C[C@H](C)[C@H](CN(C)Cc2ccccc2)Oc2ncc(Br)cc2C1=O,-6%,i,-3%,-2,2%,u,-3%,-10%,2%
Cc1ccc(NCc2nnc3n2CCCCC3)c(C)c1,6%,i,8%,-10,-6%,-21%,-11%,-35%[inhibitor],15%
Cc1ccc2nc(C3CCCCC3)c(Cc3cccc(Cl)c3)n2c1,-2%,i,u,43,-2%,17%,-9%,-26%,-14%
O=S(=O)(Nc1ccc(Cl)c(C(F)(F)F)c1)c1cnc[nH]1,0%,i,-5%,u,5%,22%,1%,i,11%
O=C(NC1CCCC1)c1cnn2c(C(F)(F)F)cc(-c3ccc4c(c3)OCO4)nc12,2%,i,-6%,u,6%,0%,3%,i,-1%
Cc1ccccc1N(C(=O)Cc1cccs1)C(C(=O)NCC1CCCO1)c1cccnc1 (configuration not stated),-5%,x,-9%,4,6%,-10%,4%,i,30%
O=C(c1ccc(Br)o1)N1CCN(Cc2ccccc2Cl)CC1,-4%,i,u,3,6%,10%,-3%,-11%,8%
Cc1cc(C)c2c(=O)c3c(oc2c1)C(=O)N(Cc1ccc(F)cc1)C3c1cccc(O)c1 (configuration not stated),x,x,u,x,18%,0%,x,-15%,44%
C=CCn1c(SCCN2C(=O)c3ccccc3C2=O)nc2scc(-c3ccccc3)c2c1=O,-9%,x,-3%,48,12%,18%,x,i,-2%
O=C(c1ccccc1)c1ccccc1C(=O)c1ccccc1,18%&7%,i,8.9µM*,0&-3,22%&15%,8%&21%,0%&-4%,-22%,8%&5%
COc1cc(/C=N/NC(=O)CN2CCCCC2)ccc1OCc1ccccc1,17%,i,-26%,-3,u,14%,-4%,-8%,40%
Cc1ccc(-c2nc3ncccn3c2NC2CCCCC2)o1,16%,i,u,9,-23%,0%,-2%,-6%,-9%
COc1cc(/C=N/NC(=O)CSCc2ccc([N+](=O)[O-])cc2)cc(OC)c1OC,6%,i,-1%,-11,4%,-9%,-3%,-27%,6%
COCCn1c(NCc2ccco2)nc2c1c(=O)[nH]c(=O)n2C,10%,i,23%,0,-5%,-19%,1%,i,0%
Cc1cc(C)c(C)c(S(=O)(=O)N2CCC(C(=O)Nc3ccncc3)CC2)c1C,19%,i,-18%,16,-1%,-1%,4%,i,12%
COCCn1nnnc1CN1CCN(C(=O)c2ccco2)CC1,4%,i,-15%,-4,-13%,-19%,-1%,i,-24%
CN(CC1CCOCC1)C(=O)CC1C(=O)NCCN1Cc1cccc(C(F)(F)F)c1 (configuration not stated),-1%,i,7%,7,-4%,1%,7%,i,15%
COc1ccc(S(=O)(=O)N(C)C)cc1NC(=O)CSc1nncs1,4%,i,13%,12,11%,-15%,4%,-2%,7%

Compound activity from PubChem BioAssay.

An excerpt, so the mix of outcomes need not match the whole.
